Source: PubChem BioAssay (several laboratories)
TWEAK-Fn14 inh: inhibitors of TWEAK-Fn14 interaction signaling; TWEAK-stimulated Fn14 reporter cells, luciferase luminescence, 8 h; inhibition, % at 10 µM; hit rate 2% among 360,000; in the data active means inhibition above about 50%
Shn3 3UTR inh: reduces Shn3 3'UTR luciferase signal in osteoblasts; inhibition, % at 12.5 µM; Clone20 osteoblast Shn3 3'UTR firefly luciferase, 24 h; hit rate 0.52% among 360,000;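 active means mean inhibition of at least 75% with every replicate also reaching 75%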;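 further: 0% = median of neutral control wells and 100% = pilot-screen positive control compound; some compounds past the cut are filed as inactive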
TROY signal inh: TROY signaling inhibition; inhibition, % at 10 µM; Q293 LMP1-TROYcd NF-kB luciferase reporter, 4 h; hit rate 0.98% among 360,000;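 active means compounds whose plate-normalised and pattern-corrected inhibition of the luciferase reporter signal at the single screening dose is 50% or more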
NR2E3 ag-1: agonists of human NR2E3 nuclear receptor; Q9Y5X4; CHO-S Gal4-NCOR/VP16-NR2E3 two-hybrid, luciferase; inhibition of corepressor binding, % at 3.98 µM; hit rate 0.35% among 360,000; AID 602229;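 active means inhibition above the mean of all tested compounds plus 3 SD, cut at about 70% in these data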;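 further: 0% = DMSO with NR2E3 transfected cells and 100% = cells lacking NR2E3 construct; higher means lower luciferase signal from less NR2E3 corepressor binding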
Target sequence (Q9Y5X4 whole entry, looked up, the tested form may be a part): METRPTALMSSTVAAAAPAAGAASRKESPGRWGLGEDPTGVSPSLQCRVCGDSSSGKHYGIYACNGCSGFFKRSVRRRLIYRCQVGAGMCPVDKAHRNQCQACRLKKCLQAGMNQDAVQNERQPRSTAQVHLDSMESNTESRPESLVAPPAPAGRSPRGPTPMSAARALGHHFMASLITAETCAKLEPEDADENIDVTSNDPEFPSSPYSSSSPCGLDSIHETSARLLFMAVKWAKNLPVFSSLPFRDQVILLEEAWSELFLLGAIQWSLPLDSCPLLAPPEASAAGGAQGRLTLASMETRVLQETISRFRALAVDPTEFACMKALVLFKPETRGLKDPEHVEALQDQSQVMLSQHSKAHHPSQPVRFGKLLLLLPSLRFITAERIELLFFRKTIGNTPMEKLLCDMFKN
NR2E3 ag-2: agonists of human nuclear receptor NR2E3; GST-NR2E3/biotin-RetCOR TR-FRET, 1536-well; Q9Y5X4; hit rate 0.12% among 320,000; AID 2300; inhibition of corepressor binding, % at 4.78 µM;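 active means percent inhibition above the cutoff of mean plus 3 SD of all tested compounds, set per screening campaign, cut at about 20% in these data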;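 further: 0% = DMSO wells and 100% = biotin wells as full block of FRET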
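Material: NR2E3–RetCOR corepressor complex | Quantity: 1.35 nM GST-tagged NR2E3 final | Schedule: 5 h at 4 °C | Replication: Singlicate compound wells | Reagent: RetCOR corepressor, biotinylated, 7 nM | Controls: Biotin wells as high control, 0.6% DMSO wells as low control | Signal: TR-FRET, Eu(K)-anti-GST donor, streptavidin-D2 acceptor, ex 340, em 617/671 nm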
HIF-2a block: HIF-2a inhibition; hit rate 0.72% among 360,000; inhibition, % at 18.8 µM; 786-0 RCC cells HIF-2a reporter, luciferase luminescence, overnight; AID 624352;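 active means inhibition of the luminescence signal of 40% or more relative to plate controls, in a single-dose primary screen at 18.75 µM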
Peg3 promoter: reduces Peg3 promoter-driven luciferase expression in HeLa; HeLa PEG-Prom luciferase reporter, luminescence, overnight; inhibition, % at 20 µM; hit rate 1.7% among 360,000;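 active means inhibition of at least 50% at 20 µM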
C8 TRAIL sens: sensitizes caspase-8 expressing cells to TRAIL; hit rate 1% among 360,000; AID 624354; inhibition (viability loss, TRAIL sensitization), % at 10 µM; NB7+C8 cells + TRAIL, ATPlite viability luminescence;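 active means compounds causing at least 50% loss of cell viability in the single-dose screen, relative to plate controls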
TRPM1 prom inh: reduces MITF-dependent TRPM1 promoter luciferase signal; hit rate 0.83% among 330,000; SK-MEL-5 TRPM1 promoter luciferase, 24 h; AID 488899; inhibition, % at 12.5 µM;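 active means mean inhibition across replicates of 60% or more, whatever share of single replicates reaches that level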; further: values of inactives mirror those of a sister screen read the other way
KKLEB cytotox: reduces viability of KKLEB cystic fibrosis airway cells; KKLEB CF airway cells viability, ATPlite luminescence, overnight; active compounds read low; cells stimulated with P. aeruginosa culture filtrate; activity change (cytotoxicity), % at 5 µM; hit rate 0.36% among 360,000;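 active means corrected activity change at or below -50% at 5 µM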
CF NFkB inh: inhibitors of cystic fibrosis induced NF-kB | KKLEB NF-kB-GFP reporter, PAF-induced, GFP fluorescence overnight | inhibition, % at 5 µM | hit rate 0.86% among 360,000 | AID 588850;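 active means at least 50% inhibition at 5 µM, scaled per plate between neutral and stimulator controls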;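 further: PAF is a Pseudomonas aeruginosa culture filtrate used as stimulus; plate controls were PAF-stimulated DMSO wells for no effect and unstimulated DMSO wells for full effect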
Active calls of the source: *; . = not tested or not shown. The list is partial. The share of hits here may be higher or lower than overall.

SMILES | TWEAK-Fn14 inh | Shn3 3UTR inh | TROY signal inh | NR2E3 ag-1 | NR2E3 ag-2 | HIF-2a block | Peg3 promoter | C8 TRAIL sens | TRPM1 prom inh | KKLEB cytotox | CF NFkB inh
COc1ccc(-c2ccc3c(c2)[C@@H]2C[C@H]4[C@@H](C(=O)N2CC3)[C@H](C)ON4C)cc1 | -7 | 3 | -5 | -34 | . | 3 | 10 | 6 | 16 | 5 | -5
COCCn1c(SCC(=O)N2CCC(C)CC2)nc2c(c1=O)SCC2 | 0 | 13 | 5 | -31 | 5 | 20 | 8 | -3 | 8 | 7 | -40
CCOC(=O)C1=C(C)NC2=C(C(=O)OC2)C1c1ccccc1 (configuration not stated) | 27 | 12 | 3 | -46 | 1 | 6 | 26 | -34 | 15 | -5 | 5
CC(NC(=O)C1CCCN(C(=O)c2ccc(Cl)cc2)C1)c1cccc(C(F)(F)F)c1 (configuration not stated) | 9 | 6 | -8 | 22 | -2 | 3 | 17 | 8 | 9 | 7 | -2
Cc1ccc(S(=O)(=O)N(CC(=O)Nc2ccccc2C(=O)O)c2ccccc2)cc1 | 12 | 0 | -13 | 10 | -1 | 12 | 10 | 2 | -3 | -4 | 0
CSCC[C@H](NC(=O)NCCC1=CCCCC1)C(=O)O | 13 | -21 | . | 7 | 1 | 9 | 15 | -8 | -17 | 0 | 5
CCCn1c2ccccc2c2cnn(CC(=O)NC3CCCC(C)C3C)c(=O)c21 (configuration not stated) | -3 | 16 | -3 | -3 | 2 | 12 | 11 | 11 | 24 | -12 | 16
COc1ccc(CCNC(=O)c2cc3c(=O)n4cccc(C)c4nc3n(CC3CCCO3)c2=N)cc1 (configuration not stated) | -18 | 4 | -8 | -6 | -2 | 3 | 25 | 20 | 2 | -8 | -32
COc1ccc(OCC(=O)NNC(=S)NC(=O)c2ccc([N+](=O)[O-])cc2)cc1 | -3 | -8 | -13 | -2 | 2 | 8 | -1 | 3 | 0 | -14 | 15
CCOC(=O)c1nc(-c2ccccc2)sc1C(C)=O | -29 | -12 | -15 | -3 | 2 | -40 | -42 | -3 | -11 | 0 | -11
CCN(CC(=O)NCc1cccs1)C(=O)CCCOc1ccccc1 | -7 | -9 | -2 | 10 | 2 | -7 | -11 | -3 | -2 | 4 | 9
COc1cccc(NC(=O)COC(=O)c2sccc2C)c1 | -16 | -14 | -62 | -25 | . | -210 | -339 | 7 | -106 | -4 | 12
COc1ccc(-c2noc(CCC(=O)Nc3cccc(C(=O)NC4CC4)c3)n2)cc1OC | -19 | -12 | -12 | 14 | . | -22 | -6 | 3 | . | 5 | -2
Cc1ccccc1C(=O)NC1CCCN(Cc2ccccc2F)C1 (configuration not stated) | 4 | -4 | 8 | 8 | -2 | 20 | 6 | -20 | 6 | -24 | 11
CCn1nc(C)c(CNC(=O)C2CCC(=O)N(CCc3ccc(OC)cc3)C2)c1C (configuration not stated) | -4 | -9 | -1 | -33 | 1 | -3 | 12 | 9 | 6 | 3 | -13
O=C1C(CCCNC(=S)NCc2ccccc2)NC(=S)N1Cc1ccccc1 (configuration not stated) | -1 | 7 | -8 | -28 | 0 | 1 | 16 | -5 | -2 | -6 | -4
C=CCNC(=S)NNc1nc2c(c(=O)[nH]1)C1(CCCCC1)Cc1ccccc1-2 | -1 | -8 | 32 | -1 | 0 | 33 | 20 | -2 | 14 | 6 | -5
Cn1c(NC(=O)c2ccccc2C(F)(F)F)cc(=O)n(C)c1=O | -30 | 0 | 12 | 4 | 1 | 20 | 20 | -12 | 5 | -2 | -25
CC(Nc1cc(N2CCCC2)ccc1[N+](=O)[O-])c1ccccc1 (configuration not stated) | -3 | 12 | -16 | -13 | -1 | -7 | 12 | 21 | 8 | -6 | 17
Cc1ccccc1COc1ccc(/C(O)=C2/C(=O)C(=O)N(CCCn3ccnc3)C2c2ccco2)cc1 (configuration not stated) | -3 | -31 | -26 | -92 | 10 | -65 | -17 | -5 | 2 | -10 | 2
Cc1noc(C)c1C(=O)Nc1sc(C)c(-c2ccccc2)c1C#N | 16 | 33 | 25 | -2 | -1 | -22 | 23 | 27 | 15 | -8 | 24
COCCNC(=O)c1ccc(N2CC3CC(C2)c2cccc(=O)n2C3)c(NC(=O)c2ccccc2Cl)c1 (configuration not stated) | -28 | -15 | 13 | 10 | . | 8 | -5 | 5 | . | -8 | 0
CCOc1ccc(CCNC(=O)c2cnccn2)cc1OCC | -9 | 5 | -2 | 8 | 3 | -1 | 14 | 0 | 6 | -24 | 24
O=C(CNc1ccc(F)cc1)N/N=C1\CCCc2ccccc21 | -33 | -27 | -11 | -21 | -3 | -22 | 1 | -4 | -1 | 4 | -3
CCOC(=O)C(NC(=O)c1ccccc1)(OCC1(CC)COC1)C(F)(F)F (configuration not stated) | -1 | -5 | -19 | -13 | -2 | 2 | 9 | -3 | 11 | 5 | -9
Carrying on.
SMILES | TWEAK-Fn14 inh | Shn3 3UTR inh | TROY signal inh | NR2E3 ag-1 | NR2E3 ag-2 | HIF-2a block | Peg3 promoter | C8 TRAIL sens | TRPM1 prom inh | KKLEB cytotox | CF NFkB inh
CC1Cc2cc(S(=O)(=O)N3CCC(C(=O)N(C)Cc4ccco4)CC3)ccc2N1C(=O)C1CCC1 (configuration not stated) | -26 | 27 | 6 | 18 | 1 | 9 | 12 | 26 | 11 | -4 | 10
O=C(c1cccc(NS(=O)(=O)c2ccccc2)c1)N1CCCCC1 | -10 | 6 | -3 | 6 | 1 | -2 | 9 | -4 | 11 | 13 | -12
O=C(CN1C(=O)NC2(CCc3ccccc3C2)C1=O)Nc1ccc(F)cc1 (configuration not stated) | -7 | 13 | 17 | -23 | -5 | 21 | 15 | 0 | 4 | 7 | 16
COc1ccc(-n2c(Cc3cccs3)nnc2SCC(=O)Nc2ccc3c(c2)OCCO3)cc1 | 4 | 8 | 14 | -9 | 4 | 8 | 11 | 2 | 16 | 11 | -6
CCOC(=O)c1ccc(CNC(=O)CSc2nc(NC(=O)c3ccccc3)c3c(C)c(C)oc3n2)cc1 | -30 | 11 | 7 | 9 | 2 | 11 | 10 | 5 | -1 | -6 | -12
CCc1nnc(NC(=O)CN2CCC(O)(c3ccccc3OC)CC2)s1 | 10 | -4 | 2 | -19 | -1 | -6 | 1 | 2 | -3 | 1 | -4
CCOC(=O)N1CCC(O)(c2cc(C)c(C)cc2C)CC1 | 0 | -18 | 16 | 3 | 1 | -3 | 17 | 4 | 4 | -3 | 2
O=C(COC(=O)C1(c2ccc(F)cc2)CCCC1)Nc1ncc(C(F)(F)F)cc1Cl | 33 | 0 | 2 | -21 | 2 | 16 | 10 | 13 | -12 | -7 | 5
C[C@@H]1CN([C@@H](C)CO)C(=O)c2cc(C#Cc3cccc(F)c3)cnc2O[C@@H]1CN(C)CC1CCOCC1 | -7 | -5 | -17 | -11 | . | 9 | -10 | -14 | . | -19 | -8
CCc1cccc2[nH]c3cc([N+](=O)[O-])ccc3c12 | -30 | 2 | 1 | -28 | 0 | 2 | 39 | 25 | 5 | -3 | -32
O=C(O)CCc1ccc(S(=O)(=O)N2CCOCC2)cc1 | 8 | 6 | 19 | -15 | 3 | 1 | 11 | -10 | 1 | -2 | 18
CC(=O)NC(Cc1cccc(F)c1)C(=O)NC1CCN(C(=O)c2cccc(C)c2)CC1 (configuration not stated) | 5 | -2 | -8 | -20 | -2 | 8 | 6 | -5 | . | 10 | -14
CCCCC(=O)NC(Nc1sc2c(c1C(N)=O)CCCC2)(C(=O)OCC)C(F)(F)F (configuration not stated) | -8 | -12 | -15 | -16 | -2 | 10 | 10 | -5 | 7 | -13 | 7
O=C(Nc1nc(=O)[nH]s1)c1ccccc1 | -18 | 4 | 13 | -16 | 2 | 11 | 0 | -3 | 8 | 8 | -7
COc1cc(OC)cc(-c2oc(=O)c3cc(OC)c(OC)cc3c2/C=C/c2ccc(F)cc2)c1 | 8 | 9 | -9 | -1 | 1 | 9 | 14 | -3 | -4 | -12 | -26

Reprinted at random: 5 records from the list.
SMILES | TWEAK-Fn14 inh | Shn3 3UTR inh | TROY signal inh | NR2E3 ag-1 | NR2E3 ag-2 | HIF-2a block | Peg3 promoter | C8 TRAIL sens | TRPM1 prom inh | KKLEB cytotox | CF NFkB inh
COc1ccc(-n2c(Cc3cccs3)nnc2SCC(=O)Nc2ccc3c(c2)OCCO3)cc1 | 4 | 8 | 14 | -9 | 4 | 8 | 11 | 2 | 16 | 11 | -6
O=C(COC(=O)C1(c2ccc(F)cc2)CCCC1)Nc1ncc(C(F)(F)F)cc1Cl | 33 | 0 | 2 | -21 | 2 | 16 | 10 | 13 | -12 | -7 | 5
COc1cc(OC)cc(-c2oc(=O)c3cc(OC)c(OC)cc3c2/C=C/c2ccc(F)cc2)c1 | 8 | 9 | -9 | -1 | 1 | 9 | 14 | -3 | -4 | -12 | -26
CCc1nnc(NC(=O)CN2CCC(O)(c3ccccc3OC)CC2)s1 | 10 | -4 | 2 | -19 | -1 | -6 | 1 | 2 | -3 | 1 | -4
O=C(CN1C(=O)NC2(CCc3ccccc3C2)C1=O)Nc1ccc(F)cc1 (configuration not stated) | -7 | 13 | 17 | -23 | -5 | 21 | 15 | 0 | 4 | 7 | 16
